ST2 IL33 inh: inhibitors of human ST2 (IL1RL1) binding to IL-33, primary screen, biochemical, AlphaLISA. 78,000 compounds, 2.3% hits. AlphaLISA ST2-Fc/biotin-IL-33 interaction, 1 h. Interleukin-1 receptor-like 1 (Homo sapiens), Q01638. inhibition, % for hits at 17 µM. AID 1259354, 2018; in the data active = inhibition above about 30%; inconclusive = mostly about 10% to 28%
Target sequence (Q01638 whole entry, looked up): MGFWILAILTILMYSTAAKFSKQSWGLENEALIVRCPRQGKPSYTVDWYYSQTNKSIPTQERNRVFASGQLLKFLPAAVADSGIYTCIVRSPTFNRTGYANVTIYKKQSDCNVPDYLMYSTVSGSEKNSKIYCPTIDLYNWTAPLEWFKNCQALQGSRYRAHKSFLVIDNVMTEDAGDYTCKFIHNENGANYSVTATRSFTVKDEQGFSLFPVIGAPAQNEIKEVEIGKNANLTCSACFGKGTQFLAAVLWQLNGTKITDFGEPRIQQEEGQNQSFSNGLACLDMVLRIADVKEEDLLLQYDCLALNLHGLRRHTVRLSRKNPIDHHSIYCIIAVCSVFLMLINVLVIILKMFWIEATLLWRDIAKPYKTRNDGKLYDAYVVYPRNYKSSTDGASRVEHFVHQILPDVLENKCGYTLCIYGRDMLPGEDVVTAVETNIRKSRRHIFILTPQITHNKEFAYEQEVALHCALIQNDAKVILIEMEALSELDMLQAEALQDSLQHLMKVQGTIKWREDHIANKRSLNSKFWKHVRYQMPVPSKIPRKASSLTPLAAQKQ
Calls only; i = inactive; ? = inconclusive. This is a subset (hit frequency here may not be typical).

Preview (2 entries):
Structure,ST2 IL33 inh
Cc1cnc(C(=O)NC2CC(=O)N(CCCc3ccccc3)C2)cn1 (centres undefined),?
Cc1ccccc1-n1nc(C)c([C@H]2C=C[C@@H](OC(=O)N[C@H](C)c3ccccc3)C2)c1C,i

The whole of this part (from the top)
Structure,ST2 IL33 inh
Cc1cnc(C(=O)NC2CC(=O)N(CCCc3ccccc3)C2)cn1 (centres undefined),?
Cc1ccccc1-n1nc(C)c([C@H]2C=C[C@@H](OC(=O)N[C@H](C)c3ccccc3)C2)c1C,i
O=C(O)C1CC(=O)N(c2ccc(Oc3ccccc3)cc2)C1 (centres undefined),i
CNC(=O)c1cc2c(s1)CCN(Cc1cc3n(n1)CCNC3)C2,i
CC(C)C(=O)Nc1ccc2oc(-c3ccncc3)nc2c1,i
Fc1ccc(NC(=S)N[C@H]2CO[C@H]3[C@@H]2OC[C@@H]3n2nnnc2Oc2ccc(-n3ccnc3)cc2)cc1,i
CCCCOc1ccc(/C=c2\sc3nc(-c4ccncc4)nn3c2=O)cc1,i
O=C(CCCOc1ccc(Cl)cc1Cl)Nc1ncccn1,?
Cc1csc(CC(=O)c2ccc(O)c(C)c2O)n1,i
O=C(c1cc(CN2CCC(Cc3ccccc3)CC2)on1)N1CCCC1,i
CCN(CC)c1ccc(C(=O)Nc2nc3ccc4sc(C)nc4c3s2)cc1,i
COc1cccc(C2=NN(C(=O)c3ccccc3Br)C(O)(C(F)(F)F)C2)c1 (centres undefined),i
N#CCc1nc(CSc2nnnn2-c2ccccc2)cs1,i
N=C1C(c2nc3ccccc3s2)=C(O)CN1Cc1cccnc1,i
Cc1nnc(SCC(=O)NC(C)Cc2cnccn2)s1 (centres undefined),i
CCC1SC2=NC(C)=C(C(=O)OC)C(c3ccc(Br)cc3)N2C1=O (centres undefined),?
CN1C(=O)c2ccc(NC(=O)CN3C(=O)c4ccccc4S3(=O)=O)cc2C1=O,i
O=C(O)c1cnc[nH]1,i
CC(C)Cc1cc(-c2cccc(Br)c2)c(C#N)c(N)n1,i
NC(=O)[C@@H]1CCCN1CC[C@H]1CN(C(=O)NC2CCCCC2)CC[C@H]1CC(=O)O,i
Cc1ccc(Nc2cc(C)nc(N3CCN(S(C)(=O)=O)CC3)n2)cc1,i
COc1ccc(S(=O)(=O)Nc2sc3c(c2C(N)=O)CCCC3)cc1,i
CCn1cc(CNCc2cn(C)nc2-c2ccc(C3CCCCC3)cc2)cn1,?
CCOc1cc(C(=O)Nc2nc3ccc([N+](=O)[O-])cc3s2)cc(OCC)c1OCC,i
COc1ccc(-c2csc3ncnc(N4CCN(c5ccccc5OC)CC4)c23)cc1,i

Other results:
Structure,ST2 IL33 inh
CCCOc1ccccc1C1NC(=O)NC(CC)=C1[N+](=O)[O-] (centres undefined),i
Cc1cc(NS(=O)(=O)c2cccc([N+](=O)[O-])c2)c(Br)c(C)c1O,i
O=C(NCc1ccccn1)C1CCN(Cc2cc3n(n2)CCCNC3)CC1,?
COc1nc2c(cc1C(=O)N1Cc3cnc(CC(C)C)nc3C1)CCC2,i
CC1=NN(c2ccccc2)C(=O)/C1=C/c1cccc(C(=O)O)c1,i
COc1cc2c(cc1OC)C(c1cccc(OCc3ccccc3)c1)CC(=O)N2 (centres undefined),i
CCN(CC)CCNC(=O)c1ccc2c(c1)N(Cc1ccc(C)cc1)CCS2,i
Cc1c(NC(=O)c2cccc([N+](=O)[O-])c2)c(=O)n(-c2ccccc2)n1C,?
O=C(Nc1ccccc1)c1cc2cc(Cl)cc(Cl)c2oc1=O,i
N#Cc1ccc(-c2ccccn2)nc1SC/C=C/c1ccccc1,?
CCC1Oc2ccc(C)cc2N(CC(=O)NCc2cccnc2)C1=O (centres undefined),i
Clc1cccc(N2CCN(Cc3ccsc3)CC2)c1,i
COc1cc(NC(=O)c2cc(OC)cc(OC)c2)cc(OC)c1,i
O=C1CCCC(=O)C1C1c2ccccc2Sc2ccccc21,?
O=C(c1ccccn1)C1CCCN(c2nccc(CCC(F)(F)F)n2)C1 (centres undefined),?
O=C(NCc1ccccc1OC(F)(F)F)C1CCC(=O)N(Cc2ccccn2)C1 (centres undefined),?
O=c1[nH]c2ccc(N=Cc3ccc(O)cc3O)cc2[nH]1,i
Cn1ccnc1SCc1ccc([N+](=O)[O-])cc1,?
CCCn1cnc2cc(NCc3ccc(OCC)cc3)ccc21,i
Cc1c(C(=O)N2CCN(C)CC2)sc2ncnc(N3CCN(c4ccccn4)CC3)c12,i
Cc1cc(C(=O)N2CCC(N(C)C)C2)ccc1NC(=O)c1ccco1 (centres undefined),?
COc1cccc(-c2cc(N3CCN(S(=O)(=O)c4ccc(NC(C)=O)cc4)CC3)ncn2)c1,?
COc1ccc(S(=O)(=O)Nc2ccc(Br)cc2)cc1,i
N#C/C(=C\Nc1ccc(S(N)(=O)=O)cc1)c1nc(-c2ccccc2)cs1,i
Cc1ccccc1Cn1nc(C)c(NC(=O)c2cc(-c3cccs3)on2)c1C,i

Continued:
Structure,ST2 IL33 inh
CS(=O)(=O)CCn1cnc(-c2ccccc2)c1-c1cc2ccccc2o1,i
COc1ccc(N=c2oc3ccccc3cc2C(=O)Nc2ccccc2F)cc1,i
O=C(NCCc1ccccc1F)N1CCCn2cncc2C1,i
CC(C)OCC(O)Cn1c(Br)nc2c1c(=O)n(C)c(=O)n2C (centres undefined),?
Cc1ccc(S(=O)(=O)C2(C(=O)N3CCc4ccccc43)CC2)cc1,i
Cc1cccc(OCC(=O)Nc2cccc([N+](=O)[O-])c2)c1C,?
COc1cccc(OCC(=O)N(C)C2CCS(=O)(=O)C2)c1 (centres undefined),i
CC(=O)C1C(=O)CC(C)(O)C(C(C)=O)C1c1ccc(C)cc1 (centres undefined),?
COc1cc(CN2CCN(C(=O)c3cc(OC)c(OC)c(OC)c3)CC2)cc(OC)c1,i
CCOC(=O)c1oc2ccccc2c1NC(=O)c1cc(C)cc(C)c1,i
O=C(c1n[nH]c(=O)c2ccccc12)N1CCC2(CCCN(Cc3ccc(F)c(F)c3)C2)C1 (centres undefined),i
CCC(C)OC(=O)C1=C(C)NC2=C(C(=O)C(C(=O)OC)C(C)C2)C1c1cccc(Cl)c1 (centres undefined),i
O=C1CCC(C(=O)NCCCCC2CCCO2)=NN1 (centres undefined),i
CCNC(=O)N1CCN(CCCC(c2ccc(F)cc2)c2ccc(F)cc2)CC1,?
O=C(NCCCN1CCOCC1)c1ccc2c(c1)ncn2C1CCCCC1,i
O=C1NCCN(Cc2ccc(F)c(F)c2)C1CC(=O)N1CC=CC1 (centres undefined),i
O=C(Nc1cnc2ccccc2c1)C12CC3CC(CC(C3)C1)C2,i
O=C(Nc1ccccc1)O[C@@H]1CO[C@H]2[C@@H]1OC[C@@H]2NC(=O)C1CCCCC1,?
C=CCn1c(SCC(=O)NCCN2CCOCC2)nc2sc(C)c(C)c2c1=O,i
CN(CCc1ccccn1)[C@@H]1[C@H](O)[C@H](CO)O[C@@H]1CNS(=O)(=O)c1ccc(F)cc1,i
N#CC1=C(N)Oc2n[nH]c(C(F)(F)F)c2C1c1ccco1 (centres undefined),i
C=CCn1cc(C(=O)NC2CCCCC2)c(=O)c2cc(S(=O)(=O)N(CC)CC)ccc21,i
Cn1c(=O)c2c(nc(N3CCOCC3)n2Cc2cccc(C(F)(F)F)c2)n(C)c1=O,?
CCOC(=O)c1c(NC(=O)c2ccc(N(C)C)cc2)sc2c1CCC2,i
O=C(CN1C(=O)CC(c2ccccc2)Sc2ccccc21)NCC1CCCO1 (centres undefined),i

Continuation:
SMILES	ST2 IL33 inh
Cc1ccc(C(=O)N(c2ccc(C)c(C)c2)C2C=CS(=O)(=O)C2)cc1C (centres undefined)	i
COc1ccc(CCN2CC(C(=O)NCc3ccco3)CC2=O)cc1OC (centres undefined)	i
CC(C)CN1CC(C(=O)NCCS(=O)(=O)N2CCCC2)CC1=O (centres undefined)	i
O=C(N=c1scc(-c2ccccc2)n1-c1ccccc1)c1ccco1	i
COc1ccccc1/C=C/CN1CCC2(CC1)C(=O)NCCN2C	?
NC(=O)C(=O)NCc1cccnc1Oc1ccc(F)cc1F	?
COc1cc2c(c(OC)c1CC=C(C)C)C[C@H](c1ccc(O)c(CC=C(C)C)c1O)CO2	i
O=C(Nc1cccc(Cl)c1)C(O)c1ccccc1 (centres undefined)	i
CC(C)C1CN(C(=O)CCc2ccncc2)CCCN1Cc1ccc(F)cc1 (centres undefined)	?
Cn1cnnc1SCC(=O)Nc1ccc2nc(SCc3ccccc3)sc2c1	i
C=CCNC(=O)c1cc(-c2ccccn2)nc2ccc(S(=O)(=O)N3CCOCC3)cc12	i
CC1=C2CC(=O)C(C)CC/C=C(\C)CC2(O)OC1=O (centres undefined)	i

Remaining list, next part
SMILES	ST2 IL33 inh
Cc1ccccc1SC1CCN(C(=O)c2cn(C3CCCCCC3)nn2)CC1	i
COC(=O)[C@H]1C[C@@H](O)CCN1S(=O)(=O)Cc1ccccc1Cl	?
CCN(CCCNC(=O)c1cn(CC(C)C)c(=O)c2c1c1ccccc1n2C)c1ccccc1	i
COc1ccccc1C(=O)c1nc2ccccc2n1C	i
Cc1[nH]c2ccc(CNC(=O)c3ccc(=O)[nH]c3)cc2c1C	i
COc1ccc(CC(=O)NC(c2ccccc2)c2ccccc2)cc1	i
COc1ccc(-c2cc(C(F)(F)F)nc(N3CCCC3)n2)cc1	i
CC(C)Oc1cccc(C(=O)C2CCCN(S(=O)(=O)c3cccc4cccnc34)C2)c1 (centres undefined)	?
CN(C(=O)c1cnc2n(c1=O)CCS2)c1ccccc1	i
N#CC1=C(N)C(C#N)(C#N)C(c2ccc(I)cc2)C=C1C1CC1 (centres undefined)	?
Cc1nc(C)n(CC(C)C(=O)NCc2ccc3[nH]c4c(c3c2)CCCC4)n1 (centres undefined)	i
CN1[C@@H](CCC(=O)N2CCc3ccccc32)CNC(=O)[C@@H]2[C@H]1CCN2Cc1ccccc1	i

Carrying on.
SMILES	ST2 IL33 inh
COc1ccccc1C1C(C(=O)Nc2nc3ccccc3s2)=C(C)NC2=C1C(=O)CCC2 (centres undefined)	i
COc1ccc(CCN2CC(NC(=O)c3oc(C)cc3C)CC2=O)cc1 (centres undefined)	?
CCC(O)c1ccc(OCC(O)CN2CCCCC2)c(OC)c1 (centres undefined)	i
COc1cccc(Oc2nc3c(c(=O)n(C)c(=O)n3C)n2Cc2ccccc2Cl)c1	?
CC(=O)N1c2ccccc2NC2=C(C(=O)CC(C)(C)C2)C1c1ccc(Br)s1 (centres undefined)	i
Nc1nc(OCc2ccccc2)c2[nH]cnc2n1	i
Cn1cc(CC(=O)N2CCN(c3cccc(Cl)c3)CC2)c2ccccc21	i
CC/C=C(\C)CN1CCN(C(=O)c2ccccc2)CC1	i
CCN(CC)c1ccc(C(=O)NCc2nc3cccnc3n2Cc2cccc(OC)c2)cc1	i
Cc1ccc(S(=O)(=O)N(CC(O)CN2CCCC2)c2cccc([N+](=O)[O-])c2)cc1 (centres undefined)	?
CCOC(=O)C1C(=O)C=C(c2ccc(OC)cc2)CC1c1ccc(F)cc1 (centres undefined)	?
COC1CCN(S(=O)(=O)N2CCCC2c2ccc(F)cc2)CC1 (centres undefined)	i

Sorted by length of the SMILES (lowest first): five of the compounds above
SMILES	ST2 IL33 inh
Clc1cccc(N2CCN(Cc3ccsc3)CC2)c1	i
O=C(Nc1ccccc1)c1cc2cc(Cl)cc(Cl)c2oc1=O	i
O=C(N=c1scc(-c2ccccc2)n1-c1ccccc1)c1ccco1	i
CC1=NN(c2ccccc2)C(=O)/C1=C/c1cccc(C(=O)O)c1	i
CCOc1cc(C(=O)Nc2nc3ccc([N+](=O)[O-])cc3s2)cc(OCC)c1OCC	i

Six records picked at random from those above:
SMILES	ST2 IL33 inh
N#C/C(=C\Nc1ccc(S(N)(=O)=O)cc1)c1nc(-c2ccccc2)cs1	i
Cc1c(C(=O)N2CCN(C)CC2)sc2ncnc(N3CCN(c4ccccn4)CC3)c12	i
CCOC(=O)c1c(NC(=O)c2ccc(N(C)C)cc2)sc2c1CCC2	i
O=C(c1n[nH]c(=O)c2ccccc12)N1CCC2(CCCN(Cc3ccc(F)c(F)c3)C2)C1 (centres undefined)	i
Cn1cnnc1SCC(=O)Nc1ccc2nc(SCc3ccccc3)sc2c1	i
Cn1c(=O)c2c(nc(N3CCOCC3)n2Cc2cccc(C(F)(F)F)c2)n(C)c1=O	?

Carrying on.
SMILES	ST2 IL33 inh
O=C(Cc1ccc(Br)cc1)Nc1ccccc1F	i
CC1=CCN(S(=O)(=O)c2ccccc2)S(=NS(=O)(=O)c2ccccc2)C1 (centres undefined)	?
C[C@H]1C(=O)N(C)CCN1C(=O)c1ccc2nc(Cc3cccc(Cl)c3)oc2c1	i
COC(=O)c1ccc(NC(=O)C2CCN(c3ccc(-c4cccs4)nn3)CC2)cc1	i
CCOc1ccc(NS(=O)(=O)c2ccc(Cl)cc2)cc1	i
CN(C)CCN(C)[C@@H]1[C@H](O)[C@H](CO)O[C@@H]1CNC(=O)Nc1ccc(OC(F)(F)F)cc1	?
COC(C(=O)Nc1ccc(C(C)=O)cc1)c1ccccc1 (centres undefined)	i
O=C(c1cccnc1N1CCN(Cc2ccoc2)CC1)N1CCCCC1	i
O=c1c(-c2ccccc2)coc2c(CN3CCOCC3)c(O)ccc12	i
CC(=O)Nc1cc(C(=O)N2CCC(c3ccc(F)cc3)C2)c2c(c1)nc(C)n2Cc1ccccc1 (centres undefined)	i
COCCC(=O)N[C@H]1CC[C@]2(C)CC[C@@H]([C@H](C)C(=O)NCc3ccco3)[C@H](O)[C@H]2[C@@H]1C	?
COc1cc(OC)cc(C(=O)Nc2ccc(S(=O)(=O)Nc3nccnc3OC)cc2)c1	i
Cc1ccc(NC(=O)CN2C(=O)CC(c3ccccc3)=Nc3ccccc32)c(C)c1	i
CCn1cnnc1CCNc1nc(C)nc2c1cnn2C	?
